D1 allo mod: D1 CRE-luciferase signal change, two-sided – cell-based, HEK293 D1, dopamine EC30, D1 allosteric modulator project, primary screen; dopamine EC30 potentiation; actives deviate in either direction; AID 641, 2007; D(1A) dopamine receptor (Homo sapiens), P21728; B-score at 10 µM; 58,000 compounds, 5.9% hits;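 active = luminescence count or its row- and column-corrected plate score outside the 99.7% band of the plate's sample wells, on either side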
Target sequence (P21728 whole entry, looked up): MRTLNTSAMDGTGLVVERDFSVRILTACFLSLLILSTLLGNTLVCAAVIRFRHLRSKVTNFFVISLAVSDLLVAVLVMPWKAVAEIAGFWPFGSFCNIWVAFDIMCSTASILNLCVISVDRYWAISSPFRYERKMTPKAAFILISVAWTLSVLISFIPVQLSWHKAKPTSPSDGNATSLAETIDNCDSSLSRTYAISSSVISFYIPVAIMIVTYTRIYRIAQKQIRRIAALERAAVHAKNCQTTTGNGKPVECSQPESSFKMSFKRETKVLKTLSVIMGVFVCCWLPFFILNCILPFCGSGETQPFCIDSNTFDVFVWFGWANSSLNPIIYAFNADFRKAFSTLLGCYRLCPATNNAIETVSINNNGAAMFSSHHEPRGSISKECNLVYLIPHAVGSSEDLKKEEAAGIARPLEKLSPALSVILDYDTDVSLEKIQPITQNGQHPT
Hsp90 inh: tumor Hsp90 inhibitors, primary screen, cell lysate, fluorescence polarization, NCI-N417 lysate; AID 429, 2006; Cy3B-geldanamycin FP displacement; 64,000 compounds, 0.35% hits; inhibition, % at 30 µM;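 active = inhibition above 50%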;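 note: 0% = tracer plus lysate wells and 100% = tracer alone without lysate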
CatB block: human cathepsin B inhibitors, primary screen, biochemical, fluorogenic substrate | 63,000 compounds, 0.1% hits | purified cathepsin B, fluorescence | AID 453, 2006 | P07858 | inhibition, %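 (tested at 10 µM)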; in the data active = inhibition above about 21%;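 note: 0% = enzyme with no compound and 100% = no enzyme blank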
CatB mixtures: cathepsin B inhibitors from pooled compounds, primary screen, biochemical, compound mixtures, AMC fluorescence; Purified cathepsin B, AMC dipeptide fluorescence; 62,000 compounds, 0.06% hits; AID 488, 2006; P07858; inhibition, %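 (ten-compound pools at 5 µM per compound and 50 µM total)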; in the data active = inhibition above about 22%, passing the limit was not always enough;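 note: 0% = enzyme without compound and 100% = no enzyme blank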
Ec RNAP inh: E. coli RNAP inhibitors, biochemical | inhibition, %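 (tested at 10 µM)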 | DNA-directed RNA polymerase subunit beta (Escherichia coli (strain K12)), P0A8V2 | 62,000 compounds, 0.2% hits | E. coli RNA polymerase, fluorescence transcription assay | AID 559, 2006; in the data active = inhibition above about 20%;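 note: 0% = enzyme without compound and 100% = no enzyme blank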
tolC growth inh: growth inhibitors of E. coli tolC mutant, primary screen, strain BW25113 ΔtolC::kan, 384-well; AID 573, 2007; growth inhibition, % at 10 µM (by protocol); OD615; 65,000 compounds, 2.2% hits;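 active = growth inhibition at or above a cutoff equal to the mean over every tested compound plus 3 SD, cut at about 60% in these data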;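 note: growth measured after 20 h incubation at 37 °C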
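Material: E. coli BW25113 ΔtolC::kan, tolC deletion mutant strain. Measure: percent growth inhibition. Schedule: 37 °C, 20 h exposure. Doses: single-point testing at 10 µM. Signal: A615 absorbance measurement. Buffer or medium: kanamycin-containing LB broth (50 µg/mL).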
DUSP1 inh: MKP-1 phosphatase inhibitors, primary screen, biochemical, in vitro. recombinant MKP-1, OMFP hydrolysis fluorescence. inhibition, %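 (compounds tested at a single concentration somewhere between 10 and 100 µM)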. 65,000 compounds, 0.15% hits;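 active = inhibition above about 50%, limit read from the data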;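 note: 0% = DMSO max control wells and 100% = wells with enzyme stopped by NaOH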
Target sequence (P28562 whole entry, looked up): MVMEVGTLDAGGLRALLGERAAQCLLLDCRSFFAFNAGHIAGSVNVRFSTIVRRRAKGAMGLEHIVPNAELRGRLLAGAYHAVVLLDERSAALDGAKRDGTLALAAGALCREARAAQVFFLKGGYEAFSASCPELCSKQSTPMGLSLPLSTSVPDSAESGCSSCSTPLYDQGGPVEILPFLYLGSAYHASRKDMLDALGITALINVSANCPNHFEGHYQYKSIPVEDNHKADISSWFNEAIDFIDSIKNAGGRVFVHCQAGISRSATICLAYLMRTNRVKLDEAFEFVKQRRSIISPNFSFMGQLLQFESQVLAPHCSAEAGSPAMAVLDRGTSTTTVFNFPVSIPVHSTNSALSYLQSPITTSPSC
Cdc25B block: inhibitors of Cdc25B phosphatase catalytic domain, primary screen, biochemical, OMFP fluorescence; inhibition, %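 (compounds tested at 10 µM final in the well)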; 65,000 compounds, 0.1% hits; recombinant Cdc25B, OMFP fluorescence Ex485/Em525; in the data active = inhibition above about 50%
AP complement: alternative complement pathway inhibitors, primary screen, biochemical, ELISA, human serum, orthogonally pooled compounds; LPS-coated ELISA, C3 deposition; tested in compound mixtures; inhibition, % at 5 µM; 62,000 compounds, 0.08% hits;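 active = inhibition above 30% in each of the two pooled mixtures holding the compound, so the lower value exceeds 30%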;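 note: 0% = serum in Mg-EGTA without compound and 100% = EDTA serum blank; some compounds past the cut are filed as inactive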
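Assay system: Human serum alternative complement pathway, C3 deposition on LPS-coated wells | Incubation: 1 h serum-compound exposure at 37 °C | Doses: 5 µM per compound in ten-compound mixtures | Read-out: Percent inhibition | Technique: ELISA with HRP anti-human C3 antibody, TMB substrate, absorbance 450 nm | Replication: Two pool placements per compound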
* hit, by the source's call; nt = not tested or not shown. The order is random; any-hit rate near 7.6%.

The line under a structure holds: DUSP1 inh, tolC growth inh, D1 allo mod, CatB mixtures, AP complement, Cdc25B block, Ec RNAP inh, CatB block, Hsp90 inh
O=C(CCS(=O)(=O)Cc1ccccc1F)NCCCN1CCCCC1
  5, -19, 0.12, 3, 15, 5, 3, -6, -1
CCC(CC)c1nc(NCCC(=O)O)c2ccccc2n1
  -1, -26, -0.93, 7, 8, -11, 6, -3, -5
Cc1ccnc(SCCn2c(N3CC(C)CC(C)C3)nc3c2c(=O)n(C)c(=O)n3C)n1 (stereo not drawn)
  29, nt, 3*, 5, 8, 6, 4, 0, 1
CCCCC(c1nnnn1Cc1ccco1)N1CCN(C(=O)c2ccco2)CC1 (stereo not drawn)
  11, 1, -0.58, 2, 12, -7, 4, 1, 5
COc1ccc(Cc2nnc(NC(=O)c3c(-c4ccccc4)noc3C)s2)cc1
  13, 58, 3.3*, 2, 2, -13, 5, 3, -3
CCOc1ccc(OCC(=O)N2CCOCC2)cc1
  6, 6, 0.067, 1, 0, 2, 5, 5, 3
COc1ccccc1N1CCN(c2cc(=O)n(-c3ccccc3Cl)c(=O)[nH]2)CC1
  9, 11, 0.46, -5, 11, -13, 0, 0, -6
Cc1ccc(NCc2nnc(SCC(=O)c3ccccc3)o2)c(C)c1
  -31, -8, 0.52, 4, -10, 0, 5, 1, 3
COc1ccc(CCN2C(=NC(=O)CCC(=O)O)SC3CS(=O)(=O)CC32)cc1OC (stereo not drawn)
  -6, -6, -1.2, 1, -4, 1, 13, 5, 1
CC(C)(C)C(=O)CSc1nccc(=O)[nH]1
  3, -19, nt, 0, 4, -2, -5, 2, nt
CCC(=O)N1CCc2cc(S(=O)(=O)CCC(=O)O)ccc21
  12, -12, nt, 4, 18, 16, 0, 0, -3
CC1CCCCN1CCNC(=O)C1CCN(S(=O)(=O)N2CCCCC2)CC1 (stereo not drawn)
  20, -10, 0.28, -3, 5, -4, 8, 6, -3
O=C(CCc1ccccc1)n1nc(-c2ccccc2)nc1NCc1ccco1
  43, 5, -0.48, nt, nt, 2, nt, nt, -2
O=C1CSC(c2ccccn2)N1Cc1cn2ccccc2n1 (stereo not drawn)
  0, -12, nt, 2, 3, -10, -1, 2, -2
O=C(NCCc1ccccc1)C1CCN(S(=O)(=O)N2CCC3(CC2)OCCO3)CC1
  -2, -3, -0.068, 7, 8, -2, 8, -3, 0
O=C(Cn1c(=O)oc2cc(S(=O)(=O)N3CCCCCC3)ccc21)NC1CCCCCCC1
  8, -17, nt, 2, 2, -1, 8, -5, -6
Cc1ccc(SC(C)c2nc(-c3ccncc3)no2)cc1 (stereo not drawn)
  4, 16, 0.8, 1, 2, -6, 7, 2, -13
CC1CCCCN1S(=O)(=O)c1ccc2c(c1)CCN2C(=O)C1CCC1 (stereo not drawn)
  -4, 55, -0.31, 4, 5, -8, 6, -5, 0
Cc1cc(NC(=O)CSc2nc3ccsc3c(=O)n2NC(=O)c2ccccc2)no1
  -8, 11, -0.7, 2, -11, 6, -9, 0, 2
COC(=O)C1C(O)=C(C=NC2CCCCC2)C(=O)CC1(C)C (stereo not drawn)
  7, -21, -0.5, 6, 11, -6, 6, 0, -2
COc1nc(Nc2ccc3c(c2)OCO3)nc(OC)n1
  10, -10, nt, 1, 12, -13, 6, 2, 7
Nn1c(SC/C=C/c2ccccc2)nnc1-c1ccncc1
  0, -3, 0.092, 6, 22, -10, 5, 0, -2
COCc1cc(=O)[nH]c(Nc2nc3ccc(C)cc3o2)n1
  -30, 7, -0.32, nt, nt, 8, 6, 3, -3
CC(C)C(=O)Nc1ccc(-c2nc3cccnc3o2)cc1
  0, -3, -3.2*, -8, 15, -2, -24, -7, -4
Cc1c(C(=O)O)oc2c1C(O)CCC2 (stereo not drawn)
  -16, -12, -0.12, 2, 8, 0, 11, 2, -15
Cc1ccc(C2CC(C(F)(F)F)n3nc(C(=O)NCc4ccco4)cc3N2)cc1 (stereo not drawn)
  -7, 6, -1, 3, -4, 9, 3, 1, 3
O=C(Nc1cccnc1)c1ccc2c(c1)C(=O)N(Cc1cccnc1)C2=O
  -7, -15, -0.5, 5, 3, -1, 4, 4, -2
CCN(CC)C(=O)CSc1nnc([C@@H](N)Cc2ccccc2)o1
  9, -25, -0.23, -1, 9, 1, -8, -2, -1
CCOC(=O)c1nnc(-c2ccccc2)o1
  -5, -17, -0.78, 2, -6, 1, 8, 1, 3
COc1cccc(C(C#N)N2CCCCC2)c1O (stereo not drawn)
  16, -19, 0.3, 3, -5, 7, 9, 0, 0
COc1cccc(C(=O)/C=C/Nc2cc(C)ccc2O)c1
  0, 12, -0.77, 4, 14, 2, 5, -6, 17
CC(=O)N1CCc2cc(S(=O)(=O)NCCC(=O)N3CCN(Cc4ccccc4)CC3)ccc21
  22, -7, 0.14, -2, 5, -5, 6, -1, -5
CC1Cc2cc(/C(O)=C3/C(=O)C(=O)N(CC4CCCO4)C3c3ccco3)ccc2O1 (stereo not drawn)
  10, -6, 0.31, 12, 38, 3, 6, 3, -19
O=C(NCc1ccco1)Oc1ccccc1
  15, -3, 0.56, -2, -5, -19, -7, 1, -2
CCOc1ccc(S(=O)(=O)N2CCN(c3ccc(OC)cc3)CC2)c2cccnc12
  13, 9, nt, 1, 8, -4, 3, 1, -2
Cn1nnnc1SCCOc1ccc(C#N)cc1
  -4, -13, nt, -2, 0, -3, -2, 1, 1
CCNC(=O)NC(=O)C(C)SCc1ccccc1C (stereo not drawn)
  -11, -1, -1.1, 5, -2, -15, 6, 7, -1
CCCN(CCO)Cc1cccc(Cl)c1
  0, -10, -0.0055, 2, 17, -10, 7, 1, -4
CCOCC(=O)Nc1ccc2c(c1)OCCO2
  4, 0, -0.37, -7, 4, 4, 4, 4, -7
CCCn1c(=O)c(C(=O)Nc2ccccc2C(=O)OCC)c(O)c2ccccc21
  -10, 0, -0.68, 4, -6, 1, 1, 9, -4
O=C(NCCN1CCCCC1)c1ccc(=O)oc1
  -17, -1, -0.53, 4, 1, -9, 6, -4, -9
CCc1ccccc1-n1c(-c2ccncc2)n[nH]c1=S
  1, -9, -1.4, 2, -10, -7, -7, -1, -4
COc1cc(NS(=O)(=O)c2ccc(NC(=O)C3CCCO3)cc2)nc(OC)n1 (stereo not drawn)
  -1, -3, nt, 1, 14, -8, 3, 3, -13
O=C(N1CCOCC1)C12CCC3CC(CC(C3)C1)C2
  7, -3, -0.69, 3, -2, 5, 2, 3, 1
O=C(Nc1ccc(-c2noc(COc3ccccc3Cl)n2)cc1)c1ccco1
  8, -3, nt, 1, 5, -3, 0, 4, -4
O=C(CC(c1ccccc1)c1ccccc1)NCCO
  -4, -29, nt, 2, 5, -4, 5, 0, -4
COc1cc(C2CC(=O)Nc3ccccc3S2)cc(OC)c1OC (stereo not drawn)
  25, 6, -1.8, nt, nt, -2, nt, nt, 0
O=C1CCCC2=C1C(c1cccs1)n1nc(SCc3ccccc3)nc1N2 (stereo not drawn)
  15, 87*, 0.25, 5, 7, 0, 3, 3, -1
Cc1nnc(SCC(=O)N2CCOCC2)c2ccccc12
  2, 11, nt, nt, nt, -10, 6, -2, -2
COc1ccccc1C(=O)NCCc1nc2ccccc2[nH]1
  2, -15, -0.79, 5, -10, 11, 6, -2, 1
COc1ccc(C2C(C(=O)c3cccs3)=C(O)C(=O)N2c2nnc(C)s2)cc1OC (stereo not drawn)
  6, -13, -0.72, -2, -4, 0, 7, -5, -1
Cc1c(C(=O)Nc2cnccn2)oc2ccccc12
  5, -4, -1.9, 4, 5, -4, 1, 2, -5
CC(C)c1ccccc1N=C1SCCN1C1CCS(=O)(=O)C1 (stereo not drawn)
  25, 6, -0.9, 1, -13, -12, -9, -2, 1
Cc1nnc(SCC(=O)NCCN2C(=O)CSC2=O)s1
  7, -19, -0.95, 1, -1, -14, -5, -1, -2
c1ccc(Cn2nnc3c(N4CCc5ccccc5C4)ncnc32)cc1
  23, 60, 1.8, nt, nt, -5, nt, nt, -4
COc1ccc(CNC(=O)C2CCNCC2)cc1
  2, -12, nt, 3, 0, -6, 13, 7, 3
COc1ccc(CCNC(=O)CSc2nnc(-c3cccc(F)c3)o2)cc1OC
  18, -26, 0.51, 2, 14, -3, 3, 1, 4
COc1ccccc1C(CC(=O)Nc1nccs1)c1ccco1 (stereo not drawn)
  -17, 12, nt, 3, 20, -4, 1, -4, -9
Cn1cccc1Cc1nnc(SCC(=O)N2CCN(c3ccccc3)CC2)n1-c1ccc(F)cc1
  6, 5, 0.14, 8, 32, -11, 2, -7, -5
CCOC(=O)c1c(C)[nH]c(C)c1-c1ccccc1OC
  2, -7, 1.4, -3, -2, 3, 6, -4, 2

Carrying on.
The line under a structure holds: DUSP1 inh, tolC growth inh, D1 allo mod, CatB mixtures, AP complement, Cdc25B block, Ec RNAP inh, CatB block, Hsp90 inh
CC(C)CC(NC(=O)C1CCC(C)CC1)C(=O)Nc1cccnc1 (stereo not drawn)
  0, 6, nt, -1, -6, -11, -9, -1, nt
Cn1c(=O)c2c(nc(CN3CCc4ccccc4C3)n2CC(=O)c2ccccc2)n(C)c1=O
  4, 11, 1.8, nt, nt, 1, nt, nt, -16
Cc1ccc(Cn2ncc3c(N4CCCC4)ncnc32)cc1
  -6, 5, 2.7*, 6, -16, -8, 4, 10, -1
COc1ccccc1C(=O)n1nc(-c2ccco2)nc1N
  8, -19, -0.72, 1, 15, 1, -9, 0, 1
CC(=O)Nc1nc2c(c3c1c(=O)oc1ccccc13)CCCCC2
  3, -4, 0.37, -3, -11, 0, 7, 1, -1
O=C(NC1CCCCC1)N1CCCC(c2nc3ccccc3[nH]2)C1 (stereo not drawn)
  -5, -12, 0.11, 7, -2, 9, 7, -1, -5
CCSc1nc2ccccc2n1CC(N)=O
  -4, -17, 0.32, 7, 10, -5, 11, -5, -1
CC(=O)c1cccc(NC(=O)N2CCCC2C(=O)NCc2ccc(C)cc2)c1 (stereo not drawn)
  -9, -12, -0.63, 7, 10, -2, 4, -1, -1
Cc1ccc(-c2nnc(SCC(=O)Nc3ccc4c(c3)OCCO4)n2N)cc1
  17, -8, -0.8, 5, 9, 4, 6, 0, 1
CC(=O)NC1=NC(=O)/C(=C/N2CCOCC2)S1
  24, nt, -0.93, 6, 31, 8, 5, 1, 1
Oc1ccccc1-c1nnc(COc2ccc(Cl)cc2Cl)o1
  -3, -1, -0.033, 4, 7, -4, 11, 6, -1
O=C(Nc1cccnc1)c1cnc2ccccc2n1
  7, -13, -0.15, 3, 16, -2, 4, 0, -3
CCN1CCN(S(=O)(=O)c2ccc(OC)c(Br)c2)CC1
  11, 0, -0.13, -2, 3, -9, 5, 2, -1
CC1CCCCC1N=CC1=C(O)CC(C)(C)CC1=O (stereo not drawn)
  0, -13, -0.19, 1, 3, 3, 7, 7, -2
COc1ccccc1Nc1nnc(SCC(=O)N2CCCC2=O)s1
  12, -3, 0.62, 4, 6, -10, 8, 4, 1
Cc1cccc2cc(=O)[nH]c(C)c12
  -4, -9, -0.42, 6, 14, -1, 4, -3, -2

Structures from the list above with a cyano group, in the order listed:
The line under a structure holds: DUSP1 inh, tolC growth inh, D1 allo mod, CatB mixtures, AP complement, Cdc25B block, Ec RNAP inh, CatB block, Hsp90 inh
COc1cccc(C(C#N)N2CCCCC2)c1O (stereo not drawn)
  16, -19, 0.3, 3, -5, 7, 9, 0, 0
Cn1nnnc1SCCOc1ccc(C#N)cc1
  -4, -13, nt, -2, 0, -3, -2, 1, 1
